Screening results: PubChem, several laboratories
IDE inh: inhibitors of human insulin-degrading enzyme in cells | HEK cells, FAbetaB cleavage, fluorescence polarization | inhibition, % at 5.59 µM | 0.41% of 320,000 active;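 active means percent inhibition above the average of all tested compounds plus 3 SD, set per screening campaign, cut at about 16% in these data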;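 further: IDE supplied by intact live HEK cells; FP after avidin binding of uncleaved biotin substrate so inhibition keeps polarization high; 0% = DMSO wells and 100% = 60 µM reference IDE inhibitor Ii1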
M4 antag: blocks acetylcholine activation of human M4 receptor | P08173 | CHO-hM4 cells, ACh EC80, Fluo-8 calcium fluorescence | inhibition, % at 3 µM | 0.73% of 360,000 active;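 active means inhibition above its plate's cutoff, the mean inhibition of sample wells plus 3 SD, cut at about 27% in these data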;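 further: 0% = acetylcholine EC80 with DMSO and 100% = DMSO without agonist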
Target sequence (P08173 whole entry, looked up): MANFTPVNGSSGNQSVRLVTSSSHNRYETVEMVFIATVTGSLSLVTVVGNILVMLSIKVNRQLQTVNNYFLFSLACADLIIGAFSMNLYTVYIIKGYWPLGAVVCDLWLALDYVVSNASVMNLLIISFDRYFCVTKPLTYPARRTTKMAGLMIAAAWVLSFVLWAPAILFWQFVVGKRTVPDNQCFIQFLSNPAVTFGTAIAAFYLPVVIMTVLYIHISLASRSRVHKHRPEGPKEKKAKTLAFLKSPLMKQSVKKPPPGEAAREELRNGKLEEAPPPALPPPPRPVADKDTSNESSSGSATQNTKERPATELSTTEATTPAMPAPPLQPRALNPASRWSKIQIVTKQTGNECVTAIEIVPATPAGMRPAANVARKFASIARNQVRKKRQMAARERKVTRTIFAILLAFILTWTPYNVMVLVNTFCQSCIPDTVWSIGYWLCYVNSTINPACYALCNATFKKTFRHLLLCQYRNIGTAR
CHRM5 PAM: CHRM5 positive allosteric modulation; P08912; CHO-K1 hM5, Fluo-8 calcium, ACh EC20 PAM; 0% = ACh EC20, 100% = ACh EC100; activation, % at 3 µM; 0.3% of 360,000 active; AID 624038;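 active means activation above the run cutoff, the mean activation of all test compounds plus 3 SD, cut at about 18% in these data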
Target sequence (P08912 whole entry, looked up): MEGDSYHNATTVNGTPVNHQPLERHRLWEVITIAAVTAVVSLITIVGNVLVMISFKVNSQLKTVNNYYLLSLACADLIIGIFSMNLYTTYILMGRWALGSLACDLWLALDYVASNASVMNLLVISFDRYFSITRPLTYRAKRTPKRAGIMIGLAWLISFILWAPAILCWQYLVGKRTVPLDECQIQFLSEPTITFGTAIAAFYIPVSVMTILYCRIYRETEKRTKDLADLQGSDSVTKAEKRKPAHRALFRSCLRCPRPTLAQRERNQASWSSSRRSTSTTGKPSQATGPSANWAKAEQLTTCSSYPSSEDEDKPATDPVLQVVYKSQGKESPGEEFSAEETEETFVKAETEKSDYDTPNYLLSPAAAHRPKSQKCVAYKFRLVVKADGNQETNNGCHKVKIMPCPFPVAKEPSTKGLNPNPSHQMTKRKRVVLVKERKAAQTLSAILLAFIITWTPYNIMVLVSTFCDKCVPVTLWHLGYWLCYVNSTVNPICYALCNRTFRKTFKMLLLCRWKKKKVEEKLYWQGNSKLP
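system = human M5 receptor in CHO-K1 cells | reagent = EC20 acetylcholine as agonist stimulus | compound dosing = single-point, 3 µM nominal | incubation = Fluo-8 loading 80 min at 37 °C plus 30 min room temperature | detection = Fluo-8 calcium dye fluorescence, kinetic read | benchmarks = low control EC20 acetylcholine (0%), high control EC100 acetylcholine (100%)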
M4 ag: CHRM4 agonism in calcium assay; CHO-K1 hM4/Gqi5, Fluo-8 calcium fluorescence; vehicle 0%, full acetylcholine response 100%; activation, % at 3 µM; 0.14% of 360,000 active; AID 624127;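 active means activation above the run mean over all test wells plus 3 SD, cut at about 32% in these data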;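 further: peak over basal fluorescence ratio per well then scaled between controls; 0% = DMSO wells and 100% = acetylcholine at EC100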
CRFR2-BP ag: agonists of human CRF-binding protein/CRF-R2 receptor complex. HEK293 CRF-R2/CRF-BP, calcium dye fluorescence (FLIPR); percent of saturating CRF peptide response. activation, % at 13.2 µM. 0.46% of 350,000 active. AID 588473;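 active means activation of at least 50%, plus an integration ratio under a set limit after plate pattern correction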;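 further: plate controls were neutral control wells without compound for no effect and CRF at EC100 for full effect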
CHRM4 PAM: positive allosteric modulators of human muscarinic M4 receptor. P08173. CHO-K1 hM4/Gqi5, Fluo-8 calcium fluorescence, ACh EC20; 0% = ACh EC20, 100% = maximal ACh. activation, % at 3 µM. 0.4% of 360,000 active;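 active means activation above its plate's cutoff, the mean activation of sample wells plus 3 SD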; further: some results filed as inactive read as strong as hits
CRFBP-R2 block: antagonists of CRF-binding protein/CRF-R2 receptor complex | HEK293 CRF-R2/CRF-BP, CRF-induced calcium fluorescence | AID 588475 | 0.59% of 350,000 active | inhibition, % at 11.8 µM;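 active means inhibition of the ligand-induced calcium signal above about 50% at the single tested concentration, limit read from the data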
CHRM5 agonist: CHRM5 agonism in calcium assay; P08912; CHO-K1 hM5 cells, Fluo-8 calcium fluorescence; 0% DMSO wells, 100% maximal acetylcholine response; activation, % at 3 µM; 0.19% of 360,000 active;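 active means activation above the run's mean over test compounds plus 3 SD, cut at about 23% in these data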;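 further: signal is peak over basal fluorescence ratio across the kinetic read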
M5 antag: blocks acetylcholine activation of human M5 receptor; AID 624040; CHO-hM5 cells, Fluo-8 calcium fluorescence, ACh EC80; 0.59% of 360,000 active; P08912; inhibition, % at 3 µM;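 active means inhibition above a per-plate cutoff, the mean of that plate's test compounds plus 3 SD, cut at about 27% in these data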;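 further: 0% = acetylcholine EC80 with DMSO and 100% = DMSO without agonist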
* = called active by the depositor; . = no result given.

SMILES	IDE inh	M4 antag	CHRM5 PAM	M4 ag	CRFR2-BP ag	CHRM4 PAM	CRFBP-R2 block	CHRM5 agonist	M5 antag
Cc1cc(NS(=O)(=O)c2c(C(=O)N3CCOCC3)c(C)n(C)c2C)ccc1Br	2	0	-4	0	-1.4	2	92*	-4	17
Cc1ccc(S(=O)(=O)/N=C(/Nc2cccc(O)c2)c2ccccc2)cc1	-10	-10	4	2	-2.2	4	-7	-1	-4
O=C(O)CSCC(=O)Nc1ccc(C(=O)O)cc1	1	0	2	1	-0.5	0	-5	0	-5
Cc1ccc(N(C)C(=O)CCNC(=O)Cn2cnc3ccccc3c2=O)cc1C	0	-10	0	2	1.8	5	-28	-2	6
COc1cccc(NC(=O)C2CCN(C(=O)[C@@H]3Cc4ccccc4CN3)CC2)c1	0	5	0	1	-0.5	2	4	-8	2
CS(=O)(=O)N1CCN(C(=O)CCc2ccccc2)CC1	-7	-1	0	2	1.1	2	20	2	1
Cc1ccc(C(C2C(=O)CC(C)(C)CC2=O)C2C(=O)CC(C)(C)CC2=O)s1	-4	-4	-11	0	-0.1	8	-1	-5	-7
COc1ccc(CNC(=O)CN2CCN(c3cccc(C)c3C)CC2)cc1	-2	-6	3	3	0.2	5	-3	-3	-2
COc1ccc(CN2C(=O)CC(Cc3cc(C)cc(C)c3)C2=O)cc1OC (stereo unspecified)	-4	1	0	1	1.7	-3	19	0	7
COc1ccc(N=C2SC(C(=O)Nc3ccc(F)cc3)CC(=O)N2C)cc1 (stereo unspecified)	4	9	-6	8	-2.3	-13	3	-1	15
CNc1ccc2ncc(-c3ccc(OC)c(OC)c3)n2n1	.	-2	-3	0	.	-5	.	-3	3
COc1ccc2sc(-c3ccc(S(C)(=O)=O)cc3)c(C(=O)NCCCN3CCCC3=O)c2c1	-2	-15	-11	20	3.6	-5	-12	4	2
COc1ccccc1-c1c(C(F)(F)F)oc2c(CN(C)C)c(O)ccc2c1=O	7	-2	4	1	-1.8	4	1	-6	13
CC(C)NC(=O)c1ccccc1-c1ccccc1	-3	2	2	1	0.1	0	2	4	-2
O=C(Cc1ccccc1)NCCC1=CCCCC1	7	2	6	0	-0.3	9	-3	-5	-1
O=C(Cn1ccc2ccccc2c1=O)NCCC(=O)N1CCCCC1	-2	0	-2	1	-0.2	-4	8	0	17
CCS(=O)(=O)c1ccc2oc(SCC(=O)NC(C)C3CC4CCC3C4)nc2c1 (stereo unspecified)	7	0	-2	8	-1.1	-1	2	0	-5
CC(C)c1ccc(/C=N/NC(=O)c2ccc(-n3cnnn3)cc2)cc1	.	-4	-1	4	1.1	3	12	2	0
CCOc1ccccc1NC(=O)CSc1nnc(NC(=O)c2ccco2)s1	6	2	10	1	0.7	22*	8	-1	-16
CC(C)c1ccc(NC(=O)C(c2ccccc2)N2CC(=O)Nc3ccccc32)cc1 (stereo unspecified)	-3	-22	-5	0	3.5	1	-51	-2	1
O=C(NCC(c1ccco1)N1CCN(c2ccc(F)cc2)CC1)C(=O)NC1CCCC1 (stereo unspecified)	-3	-8	7	1	-1.1	3	1	3	-2
CC1(C(=O)Nc2cnc3ccccc3c2)CCN1Cc1ccc2ccccc2c1 (stereo unspecified)	.	1	-13	8	.	-6	.	-2	8
COc1ccc(/C=C/C(=O)N2CCN(C)CC2)cc1S(=O)(=O)N1CCCCC1	1	-10	7	1	-0.2	7	10	-4	2
COc1ccc2oc(=O)c(C(=O)NC3CCCCCC3)cc2c1	5	-4	5	0	1.0	3	-18	1	13
FC(F)(F)c1ccccc1NC1=NCCC1	-3	-8	-5	3	2.5	5	-19	4	0
C=CCn1c(C)csc1=Nc1ccc(C(C)=O)cc1	3	2	-7	0	-1.8	-4	0	-2	4
CCN(CC)S(=O)(=O)c1ccc(N2CCCCC2)c(NC(=O)C2CCN(C(=O)c3ccc(F)cc3)CC2)c1	2	-14	-2	1	-1.5	8	10	1	-1
O=C(c1ccco1)N1CCN(C(c2ccccc2Cl)c2nnnn2Cc2cccs2)CC1 (stereo unspecified)	13	15	-24	16	1.3	-16	-5	-3	14
CCN(CC(=O)NCc1cccs1)C(=O)c1cc(S(=O)(=O)N2CCCCC2)ccc1Cl	2	6	-7	2	-0.2	-4	11	-1	8
CCn1cc(NC(=O)Nc2ccccc2C(=O)OC)c(C(N)=O)n1	-1	5	-11	1	-1.1	4	15	0	7
Cc1ccc(-n2c(C)cc(/C=N/NC(=O)Cn3c4ccccc4c(=O)c4ccccc43)c2C)cc1	-2	1	-8	0	0.9	3	9	-4	11
Cc1cccc(N(Cc2ccccc2)C(=O)c2ccccc2F)c1	-3	-2	-4	-2	-1.6	-4	19	-6	10
CCS(=O)(=O)c1ccc(-c2csc(-c3ccccc3Cl)n2)c(Cl)c1Cl	-2	-2	-2	0	1.1	1	3	-3	1
CC(=O)Nc1ccc(S(=O)(=O)N2CCN(C(=O)N3CCOCC3)CC2)cc1	-1	6	-3	1	0.6	-1	3	-1	5
CC(=O)c1cccc(NS(=O)(=O)N(C)C)c1	-1	-1	-2	0	0.8	-6	-35	-2	-7
Nn1c(Cc2ccccc2F)n[nH]c1=S	-2	7	3	1	2.8	5	6	0	5
O=[N+]([O-])c1ccc(NCCCNS(=O)(=O)c2ccccc2)cc1	0	1	-20	18	1.3	-13	21	3	15
CC(=O)c1cccc(S(=O)(=O)N2CCC(C(=O)O)(c3ccccc3)CC2)c1	5	-31	-2	0	-0.3	16*	-17	-3	2
CC(C)NC(=S)Nc1ccc(S(=O)(=O)Nc2ncccn2)cc1	-3	1	-1	0	1.9	8	-11	0	3
COc1ccc(C)c2sc(=NC(=O)C(C)C)n(C)c12	0	1	-3	5	-3.8	-4	-8	1	1
Cc1cccc(OCc2n[nH]c(=S)n2Cc2ccccc2)c1	2	0	1	0	-2.5	-7	-6	-10	12
COCCn1c(SCC(=O)NNC(=O)c2ccccc2)nc2ccccc21	2	-4	-7	2	-0.6	1	1	0	10
CCOC(=O)C1=C(N)N2C(=O)C(C)SC2=C(C(=O)OCC)C1c1ccc(O)cc1 (stereo unspecified)	0	1	-1	0	2.9	2	-4	-1	-1
Nc1ccc(S(=O)(=O)NCC2CCCCO2)cc1 (stereo unspecified)	.	8	5	1	-0.3	2	-5	4	0
COc1ccc(CCC(=O)Nc2ccc(Cl)c(S(=O)(=O)N3CCCC3)c2)cc1	6	8	-16	12	0.7	-20	1	7	9
Cc1ccc(NC(=S)N2CCN(C3CCCCC3)CC2)cc1	0	12	4	0	0.3	-5	-12	-3	1
CC1(CCc2ccccc2)NC(=O)N(CC(=O)Nc2ccc(S(N)(=O)=O)cc2)C1=O (stereo unspecified)	-4	-5	-1	1	1.4	8	-8	-1	7
Cc1cc(-c2ccccc2)n2nc(C)c(-c3ccccc3)c2n1	5	-3	0	0	1.0	9	6	-2	3

Exported with each value named: part of the list above.
SMILES: CCOC(=O)C1=C(N)N2C(=O)C(C)SC2=C(C(=O)OCC)C1c1ccc(O)cc1 (stereo unspecified)
  IDE inh: 0	M4 antag: 1	CHRM5 PAM: -1	M4 ag: 0	CRFR2-BP ag: 2.9	CHRM4 PAM: 2	CRFBP-R2 block: -4	CHRM5 agonist: -1	M5 antag: -1
SMILES: Nc1ccc(S(=O)(=O)NCC2CCCCO2)cc1 (stereo unspecified)
  IDE inh: .	M4 antag: 8	CHRM5 PAM: 5	M4 ag: 1	CRFR2-BP ag: -0.3	CHRM4 PAM: 2	CRFBP-R2 block: -5	CHRM5 agonist: 4	M5 antag: 0
SMILES: COc1ccc(CCC(=O)Nc2ccc(Cl)c(S(=O)(=O)N3CCCC3)c2)cc1
  IDE inh: 6	M4 antag: 8	CHRM5 PAM: -16	M4 ag: 12	CRFR2-BP ag: 0.7	CHRM4 PAM: -20	CRFBP-R2 block: 1	CHRM5 agonist: 7	M5 antag: 9

Continued.
SMILES	IDE inh	M4 antag	CHRM5 PAM	M4 ag	CRFR2-BP ag	CHRM4 PAM	CRFBP-R2 block	CHRM5 agonist	M5 antag
CCOc1ccc(NS(=O)(=O)c2ccc3c(c2)N(C(C)=O)CCO3)cc1	0	14	-11	22	-1.7	-10	-5	7	11
COc1ccc(/C=C/C(=O)Nc2ccc(OC)cc2[N+](=O)[O-])cc1	-2	0	1	1	0.5	-5	-13	-3	-1
O=C(CN(c1ccc(F)cc1)S(=O)(=O)c1ccccc1)NC1CC2CCC1C2 (stereo unspecified)	1	-11	-5	2	-0.8	3	-12	-5	-1
CC(C)c1ccc(N(CC(=O)NN=C2CCN(C)CC2)S(=O)(=O)c2ccccc2)cc1	5	0	-3	0	1.0	6	-23	-2	-5
CCN(CCCNC(=O)c1cn(CC)c2ccc(S(=O)(=O)N(C)C)cc2c1=O)c1cccc(C)c1	-2	-10	-2	2	-0.1	-10	10	-4	-2
COc1ccc(-n2nnnc2C(c2cccc(OC)c2OC)N2CCN(C/C=C/c3ccccc3)CC2)cc1 (stereo unspecified)	.	4	-17	0	.	-7	.	-7	14
CCN1C(=O)/C(=C2\SC(N3CCOCC3)=NC2=O)c2ccccc21	.	-3	1	1	-9.5	1	16	-2	3
COC(=O)c1cc(-c2ccc(OC)c(OC)c2)c2c(=O)[nH]c(=O)n(C)c2n1	6	-10	2	0	-12	-2	25	3	-5
Cc1ccc(C(=O)Nc2ccc(Nc3ccccc3)cc2)cc1C	-1	-14	1	3	-1.7	-5	-4	-6	11
CC(C)N(C(=O)CSc1ccc(S(=O)(=O)N2CCCCC2)cn1)c1ccccc1	4	1	-19	7	2.1	-4	6	-4	12
COc1ccc(C(=O)OCC(=O)c2ccc[nH]2)cc1	0	2	-2	3	5.6	6	-8	-1	16
O=C(NCc1ccccc1)c1ccc(CS(=O)(=O)c2ccc(Br)cc2)o1	-1	-8	-7	8	2.1	-4	-5	3	6
O=C(O)c1cc(-c2ccc(Cl)cc2)n(-c2cccc(Cl)c2)n1	-3	3	5	0	0.7	0	16	0	3
Cc1ccc(S(=O)(=O)N2CCCCC2)cc1NC(=O)CSc1nc(N)cc(=O)[nH]1	-3	11	6	0	0.0	-1	4	0	1
COc1cc(C(=O)NNC(=O)/C=C/c2ccccc2)cc(OC)c1OC	-2	3	1	1	-0.6	-4	-2	1	4
CC1(C)CC(=O)C(C(N)=NC(=O)c2ccccc2)=C(O)C1	-5	-1	-8	7	1.1	-5	-19	4	-1
CC(C)Cn1c(N)c(C(=O)COC(=O)c2cccc(Cl)c2)c(=O)n(C)c1=O	-2	-6	-18	16	1.1	-9	-22	0	13
CC[C@]12c3[nH]c4ccccc4c3CCN1C(=O)C(CC(=O)NCC13CC4CC(CC(C4)C1)C3)C[C@@H]2C(=O)N1CCN(C(=O)c2ccco2)CC1 (stereo partly specified)	0	33*	-2	6	-1.2	-17	-14	0	13
O=C(CSc1ccccc1C(=O)O)Nc1ccc2c(c1)OCO2	-1	-5	-1	0	0.3	7	-13	0	4
CCCCn1c(SCC(=O)Nc2nnc(C)s2)nc2c1c(=O)n(C)c(=O)n2C	5	4	3	1	0.2	7	-19	3	-1
c1ccc(-c2nc3ccccc3c3nc4ccccc4n23)cc1	6	-1	2	3	-1.9	-9	13	-2	-4
O=C(CSc1nnc(Nc2ccccc2F)s1)NCC1CCCO1 (stereo unspecified)	0	-3	11	1	0.7	3	9	1	-2
Cc1c(Cl)cccc1NC(=O)CCN1CCCCCC1	5	9	1	1	-2.9	0	0	-5	1
CN(C)c1ccc(C(=S)NC2CCCCC2)cc1	2	6	9	-1	0.6	0	-9	-7	5
CCN1CCCc2cc(CN(CCN3CCOCC3)C(=S)Nc3ccccc3OC)ccc21	11	0	4	0	-1.7	-14	11	-9	-2
